Assay outcomes (PubChem)
NPY1 pot ag = potentiators or agonists of human neuropeptide Y receptor Y1 | AID 1304 | activation, % at 3.6 µM | NPY-Y1 expressing cells, potentiator/agonist activation | 0.37% of 220,000 active | P25929; in the data active = activation above about 33%, passing the limit was not always enough;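 also: cells stimulated with NPY at EC10 then isoproterenol at EC100; 0% = low agonist plus stimulus and 100% = saturating agonist plus stimulus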
NPY-Y1 antag = blocks the human neuropeptide Y Y1 receptor; P25929; HEK293-CNG Y1 cells, membrane potential fluorescence; NPY at EC95, then isoproterenol; inhibition, % at 3.6 µM; 1% of 200,000 active; AID 1040;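 active = inhibition above the campaign mean inhibition of all tested compounds plus 3 SD, cut at about 20% in these data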;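 also: 0% = DMSO wells given NPY plus isoproterenol and 100% = isoproterenol alone without NPY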
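Test system: HEK293 cells co-expressing NPY Y1 receptor and cyclic-nucleotide gated channel; Also added: NPY (25 nM), isoproterenol (1 µM), Ro 20-1724 (25 µM); Compound dosing: one concentration, 3.6 µM, in 0.4% DMSO; Timing: dye 3 h, compound 60 min room temperature, stimulation 45 min; Technique: Membrane-potential fluorescent dye readout.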
RBBP9 inhibitor = blocks human serine hydrolase RBBP9; O75884; recombinant RBBP9, FP-Rh probe fluorescence polarization; inhibition, % at 7.94 µM; 0.2% of 220,000 active; AID 1515;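 active = inhibition above the campaign mean of all tested compounds plus 3 SD, cut at about 14% in these data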;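 also: plate controls were DMSO wells with RBBP9 for no effect and wells lacking RBBP9 protein for full effect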
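Test system: recombinant human RBBP9; Timing: 30 min then 45 min, 25 °C; Detection: fluorescence polarization; Control set: RBBP9 with DMSO as uninhibited control, no-protein wells as full inhibition; Compound dosing: one concentration, 7.94 µM nominal, 0.794% DMSO; Probe or stimulus: FP-Rh activity-based probe, 375 nM before mixing.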
MDM2 E3 inh = inhibitors of human Mdm2 E3 ubiquitin ligase. cell-based MDM2 ubiquitination luciferase reporter, 2 h; 0 = plate control, 100 = twice control, blank-subtracted. Q00987. 0.11% of 210,000 active. signal enhancement, % at 5 µM;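 active = signal enhancement of 30% or more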;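 also: luminescence tracks abundance of the self-degrading MDM2-luciferase fusion protein; higher signal means inhibition of MDM2 E3 ligase activity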
Target sequence (Q00987 whole entry, looked up, the tested form may be a part): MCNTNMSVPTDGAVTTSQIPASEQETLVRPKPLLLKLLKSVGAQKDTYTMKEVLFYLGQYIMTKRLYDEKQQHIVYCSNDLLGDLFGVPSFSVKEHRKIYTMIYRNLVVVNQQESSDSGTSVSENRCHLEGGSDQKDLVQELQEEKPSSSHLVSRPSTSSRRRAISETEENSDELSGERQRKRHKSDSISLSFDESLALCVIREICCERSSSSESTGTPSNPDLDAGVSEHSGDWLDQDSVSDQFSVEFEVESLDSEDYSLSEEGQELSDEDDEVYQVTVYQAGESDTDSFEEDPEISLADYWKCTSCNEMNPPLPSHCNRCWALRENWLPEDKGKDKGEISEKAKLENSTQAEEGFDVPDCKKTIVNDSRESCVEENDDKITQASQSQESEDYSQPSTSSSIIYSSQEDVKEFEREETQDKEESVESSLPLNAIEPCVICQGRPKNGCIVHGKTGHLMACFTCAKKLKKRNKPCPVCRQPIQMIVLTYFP
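test system = mammalian cells stably expressing self-ubiquitinating, self-degrading MDM2 E3–luciferase fusion | quantity = 2000 cells/well | incubation = cell settling 4 h, compound treatment 2 h, both 37 °C | signal = luminescence with SteadyLite reagent, 15 min at room temperature | evaluation = % enhancement relative to plate controls after blank subtraction | benchmarks = plate controls and plate blanks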
p97 inhibitor = human p97 ATPase inhibition; P55072; recombinant p97 ATPase, Kinase-Glo ATP luminescence, 3 h; inhibition, % at 8 µM; 0.42% of 220,000 active; in the data active = inhibition above about 15%;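 also: 0% = DMSO vehicle and 100% = wells lacking enzyme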
Runt-CBFb FRET = Runt domain-CBFb interaction inhibition | Q01196+Q13951 | Cerulean-Runt/Venus-CBFb FRET ratio 530/480, 1 h | inhibition, % at 20 µM | 0.46% of 220,000 active | AID 1496;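 active = inhibition over about 50% at 20 µM in the single-dose screen, limit read from the data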;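 also: 0% = DMSO wells and 100% = excess unlabeled CBFb competitor control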
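Schedule: protein complex preformed 1 h, compound exposure 1 h, room temperature, dark; test system: Cerulean-labeled Runt domain protein; amount: 100 nM per protein; buffer or medium: Tris 50 mM pH 7.5, KCl, K2SO4, 0.01% BSA; read-out: loss of energy transfer signal; detection: FRET fluorescence; controls: 5 µM unlabeled CBFb as full-inhibition high control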
Hck Nef HTS = blocks Nef-activated human Hck kinase; P08631; Recombinant Hck-YEEI plus Nef, Z-Lyte FRET kinase assay; inhibition, % at 20 µM; 0.68% of 220,000 active;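 active = Hck-Nef kinase inhibition above about 50%, limit read from the data; inactive = inhibition below that limit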;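 also: 0% = DMSO with Hck plus Nef and 100% = Hck alone without Nef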
Target sequence (P08631 whole entry, looked up): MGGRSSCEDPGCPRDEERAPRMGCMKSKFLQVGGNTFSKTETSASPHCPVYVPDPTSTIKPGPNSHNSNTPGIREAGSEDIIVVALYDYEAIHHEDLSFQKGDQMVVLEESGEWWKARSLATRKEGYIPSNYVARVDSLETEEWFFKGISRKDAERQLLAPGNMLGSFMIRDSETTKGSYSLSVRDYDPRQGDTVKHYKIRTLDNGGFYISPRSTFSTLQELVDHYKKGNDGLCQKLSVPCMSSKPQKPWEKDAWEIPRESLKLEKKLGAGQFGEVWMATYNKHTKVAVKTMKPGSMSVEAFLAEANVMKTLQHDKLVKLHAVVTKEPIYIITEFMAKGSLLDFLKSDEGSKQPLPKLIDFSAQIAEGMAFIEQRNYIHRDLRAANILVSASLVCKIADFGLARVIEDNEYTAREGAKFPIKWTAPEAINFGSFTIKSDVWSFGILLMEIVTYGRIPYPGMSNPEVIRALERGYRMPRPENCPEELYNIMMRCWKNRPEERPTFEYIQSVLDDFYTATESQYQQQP
Runt-SMMHC FRET = inhibitors of human RUNX1 Runt domain binding to CBFb-SMMHC. Q01196+Q13951. Cerulean-Runt/Venus-CBFb-SMMHC FRET ratio 530/480, 1 h. inhibition, % at 20 µM. 0.74% of 220,000 active. AID 1434;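 active = mean inhibition across duplicate retests at 20 µM reaching about 50%, limit read from the data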;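 also: 0% = DMSO wells and 100% = wells with excess untagged CBFb-SMMHC; inhibitors lower the FRET ratio by blocking Runt binding to CBFb-SMMHC; some results filed as inactive read as strong as hits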
NPY-Y2 PAM-ag = potentiators or agonists of human neuropeptide Y receptor Y2; P49146; cells expressing NPY-Y2, potentiator/agonist read-out; activation, % at 3.6 µM; 0.45% of 220,000 active; AID 1359; in the data active = activation above about 27%;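 also: cells stimulated with NPY near EC25 plus isoproterenol at EC100; 0% = vehicle plus submaximal agonist and 100% = vehicle plus saturating agonist; some results beyond the cut were filed as inactive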
The depositor's hits bear a star; . = no result given. Outcome played no part in choosing rows; about 3.5% have a hit in one of these screens.

The line under a structure holds: NPY1 pot ag	NPY-Y1 antag	RBBP9 inhibitor	MDM2 E3 inh	p97 inhibitor	Runt-CBFb FRET	Hck Nef HTS	Runt-SMMHC FRET	NPY-Y2 PAM-ag
Cc1ccc(SCCC(=O)OCC(=O)Nc2ncc(Cl)cc2Cl)cc1
→ -38	20*	-10	-10	-4	2	1	0	-17
Cc1ccc2occ(CN3CCN(c4ccccc4)CC3)c(=O)c2c1
→ -11	19	-4	-8	1	0	0	2	-8
Cc1ccc(CCNC(=O)CN(C)S(=O)(=O)c2cnc[nH]2)cc1
→ 7	5	-1	-20	1	3	2	-3	-2
CCOC(=O)c1c(C)[nH]c(C(=O)COc2ccc3c(c2)OCO3)c1C
→ -1	-4	-1	-12	2	-166	-1	0	-1
CCOC(=O)c1nnn(-c2nonc2N)c1-c1cccc2ccccc12
→ 9	3	-4	-23	6	0	-2	-3	-13
CC1(C)CC(=O)C=C(NCCO)C1
→ -9	-7	-7	-11	1	-2	1	-1	-17
Cc1ccc(S(=O)(=O)Oc2ccccc2/C=N/NC(=O)c2nn(C)cc2[N+](=O)[O-])cc1
→ -47	-3	-6	-10	6	9	1	-1	6
CCOC(=O)c1oc2ccccc2c1NC(=O)COc1ccc(F)cc1
→ -14	6	-6	-21	3	-2	1	-7	1
O=C(Cn1c(=O)oc2cc(S(=O)(=O)N3CCCCC3)ccc21)N1CCc2ccccc2C1
→ -2	0	5	-6	1	0	4	-4	-3
CC1CN(CC(O)COc2ccc(C(=O)c3ccccc3)cc2)CC(C)O1 (configuration not stated)
→ -14	1	-3	-29	-11	0	-4	-3	-12
Cc1cc(=O)n(-c2ccc3ccccc3n2)[nH]1
→ 9	-2	-3	-11	-5	-2	0	-1	-5
CNS(=O)(=O)c1ccc2c(c1)NC(=O)C1CCCN21 (configuration not stated)
→ -11	3	-14	.	-2	2	0	1	7
COc1ccc(CC(NC(C)=O)C(=O)NC2CCN(C(=O)Nc3ccccc3Cl)CC2)cc1OC (configuration not stated)
→ -10	-3	-11	-15	0	2	-21	5	-3
Cc1cccc(NC(=O)c2cc(NC(=O)c3ccco3)ccc2N2CCCCC2)c1
→ -10	0	-14	-11	3	-2	1	-1	-10
CCOC(=O)c1cnn(-c2nc(-c3ccc(C)cc3)cs2)c1C(F)(F)F
→ 8	14	-1	-13	3	-4	2	-37	-3
CC(Oc1ccccc1)C(=O)NN1Cc2ccccc2C1=N (configuration not stated)
→ -8	6	3	-6	5	0	12	-5	3
Cc1cccc2cc(COC(=O)c3ccccc3)c(=O)[nH]c12
→ 11	-3	-7	5	2	-3	-1	-2	2
Oc1c(C(c2cccs2)N2CCC3(CC2)OCCO3)sc2ncnn12 (configuration not stated)
→ 5	-3	0	-9	4	1	5	-2	2
O=c1[nH]c2ccccc2nc1Cc1ccccc1
→ -21	5	-2	-7	-1	1	0	3	10
Cc1noc(C)c1COc1ccc(C(=O)OCC(=O)NCCN2C(=O)CSC2=O)cc1
→ 6	2	-4	-9	7	1	18	0	1
CCN1CCN(c2cc(C)c3cc(NC(=O)c4ccc(Br)o4)ccc3n2)CC1
→ 3	4	7	-26	1	11	2	-10	-8
Nc1nonc1-c1noc(CCCOc2ccc(Cl)cc2Cl)n1
→ -18	6	-4	-17	2	-1	-3	1	7
Cc1cc(C)c2nc(NC(=O)c3ccc4c(=O)n5c(nc4c3)CCCCC5)sc2c1
→ -16	0	-2	-11	2	-5	7	-2	7
CCOC(=O)C1=NOC(COc2ccccc2C=O)C1 (configuration not stated)
→ 8	0	0	-15	6	-1	29	2	4
CC(C)(C)OC(=O)[C@H](Cc1ccccc1)NC(=O)c1[nH]cnc1C(=O)Nc1cccc(Cl)c1
→ .	.	.	-11	.	1	27	3	.
COCCN1C(=O)/C(=C/c2cc3c(cc2Br)OCO3)NC1=S
→ 0	9	-1	-9	1	9	15	14	-9
CCOC(=O)N1CCN(C(=O)c2ccccc2NC(=O)c2ccc(F)cc2)CC1
→ 13	-6	-3	-19	-1	-1	-2	5	2
Cc1cccc(C)c1NC(=O)CCCCCNS(=O)(=O)c1ccccc1
→ 14	4	-6	-1	0	1	17	2	-5
CC(CNCc1ccc2c(c1)OCO2)NCc1ccc2c(c1)OCO2 (configuration not stated)
→ -37	24*	-14	-8	-16	2	2	1	-20
CC(C)c1ccc(C2CC(=O)N3CN(C)CSC3=C2C#N)cc1 (configuration not stated)
→ 2	2	-9	-7	-1	15	0	40	9
Cc1cc(C)c(Nc2ncccc2C(=O)O)c(C)c1
→ -7	-5	1	-3	7	0	23	0	-9
O=C(CNc1cccc([N+](=O)[O-])c1)N/N=C/c1ccc(F)cc1
→ 7	7	4	-7	0	-3	5	-2	11
CCOC(=O)C1CCN(C(c2cccc(OC)c2)c2sc3nc(C)nn3c2O)CC1 (configuration not stated)
→ 5	5	6	-7	0	-2	-2	-2	14
O=C(Oc1cccc2c(OC(=O)N3CCOCC3)cccc12)N1CCOCC1
→ -12	0	3	19	-3	-1	1	2	-4
CN(Cc1ccccn1)Cc1nc(COc2ccccc2)no1
→ 8	1	-4	-7	3	-1	20	1	-6
COC(c1ccccc1)c1nnc(CCC(=O)N(C)CCOc2ccccc2)o1 (configuration not stated)
→ 6	0	-16	-10	-9	-2	13	2	-12
Cc1nnc(NC(=O)CSc2nnc(Cc3ccccc3)n2Cc2ccccc2)s1
→ -24	4	-6	-12	-4	-2	-1	1	-5
CCOC(=O)C(NCc1ccc(F)cc1)(NC(=O)c1ccccc1)C(F)(F)F (configuration not stated)
→ 6	6	-8	-8	-6	0	4	-6	-5
O=C(NCc1ccccn1)c1n[nH]c(=O)c2ccccc12
→ -6	.	-14	-4	-1	3	-1	1	-3
COc1ccccc1/C=N/OCC(=O)NCc1ccc2c(c1)OCO2
→ -19	10	-5	-8	5	-12	0	2	-18
COCCCNC(=O)/C=C/c1ccc(Cl)cc1Cl
→ -4	8	-5	-11	-8	0	0	2	-15
O=C(N/N=C/c1ccc2c(c1)OCO2)c1sc2cc(Cl)ccc2c1Cl
→ -6	6	-4	-4	6	-12	32	-24	21
CCOC(=O)N1CCC(Nc2nc3ccccc3nc2NS(=O)(=O)c2ccc(Cl)cc2)CC1
→ -4	-1	0	-13	-2	11	1	34	2
Cc1cc(-n2c(C)cc(C(=O)COc3ccc4ccc(=O)oc4c3)c2C)no1
→ -1	8	0	.	6	6	10	10	2
COCCCn1c(-c2ccc(Cl)cc2)n[nH]c1=S
→ -3	-5	-5	29	4	-1	-2	8	9
O=C(CCC(=O)N1CCc2ccccc2C1)N1CCN(S(=O)(=O)c2ccccc2)CC1
→ -18	5	2	-7	3	-3	4	10	-3
Cc1ccc(NC(=O)CSC2=C(C#N)C(c3ccc4c(c3)OCO4)C3=C(CCCC3=O)N2)c(C)c1 (configuration not stated)
→ -2	5	-4	-2	8	8	4	9	4
O=C(NCC1CCCO1)/C(=C/c1ccccc1)NC(=O)c1ccccc1 (configuration not stated)
→ 5	5	-6	-9	0	2	-25	5	10
COc1cc(-c2cc(C(=O)Nc3ccc(S(=O)(=O)NCc4ccco4)cc3)c3ccccc3n2)cc(OC)c1OC
→ -7	-4	-55	-19	8	-7	8	-12	-2
O=C(O)[C@H](Cc1ccccc1)N1Cc2ccccc2C1=O
→ -4	2	-1	-9	6	-1	16	0	-10
CC1(C)C(CSc2nc3ccccc3[nH]2)C1(Cl)Cl (configuration not stated)
→ -46	92*	-3	12	0	-1	-7	-1	-82
C/C(=C\C(=O)c1ncc(C(F)(F)F)cc1Cl)N(C)C
→ -3	5	-1	6	3	0	9	2	3
CCOc1cc2c(cc1OCC)C(c1ccc(OC)cc1)N(c1ccccc1)C(=O)C2 (configuration not stated)
→ -4	3	-1	-13	0	-6	3	0	9
Cn1cccc1C1NC(=O)c2c(sc3c2CCC(C(C)(C)C)C3)N1 (configuration not stated)
→ -13	-3	-4	2	-1	3	1	1	-8
Cc1oc(-c2cc(F)ccc2F)nc1CN(C)Cc1ccc2nccnc2c1
→ 12	0	-9	-2	-1	0	14	-2	-11
O=C(Nc1cccc(F)c1)N1CCN(C/C=C/c2ccccc2)CC1
→ -7	2	-2	-9	-3	-2	-11	2	3
Cn1c(=O)c2c(ncn2CC(O)CNc2ccc(Cl)cc2)n(C)c1=O (configuration not stated)
→ 11	-6	-7	-6	4	-1	1	0	13
Cc1ccc(N2C=Nc3ccc(C)c4nc(C)cc2c34)cc1
→ 4	4	-1	6	4	52*	2	60*	-7
Nc1[nH]ncc1N=Nc1ccc(Cl)cc1
→ 16	6	-11	15	2	-1	7	-9	7
CS(=O)(=O)Nc1ccccc1C(=O)N1CCN(c2ccccc2)CC1
→ 8	6	5	-13	1	-3	5	-4	4

Continuation:
The line under a structure holds: NPY1 pot ag	NPY-Y1 antag	RBBP9 inhibitor	MDM2 E3 inh	p97 inhibitor	Runt-CBFb FRET	Hck Nef HTS	Runt-SMMHC FRET	NPY-Y2 PAM-ag
Nc1nc2nc(-c3cccs3)cc(C(F)(F)F)n2n1
→ 7	1	-4	-3	4	66*	110*	91*	2
c1ccc(Cc2nnc(Sc3ccccc3)c3ccccc23)cc1
→ -20	4	-2	-11	4	0	2	5	-10
O=c1cc(CNCCCO)c2ccccc2[nH]1
→ -4	-2	-4	-1	3	0	-1	-6	0
COc1ccc(N2C(=O)c3ccccc3C2=O)cc1
→ 16	1	-7	9	5	.	17	.	10
COc1cc(C(=O)N2CCN(C(=O)c3ccco3)CC2)cc(OC)c1OC
→ 19	0	6	-14	1	1	-2	1	5
Cc1c(NC(=O)c2ccco2)cccc1-c1nc2cccnc2s1
→ 6	1	-6	-13	11	2	2	-6	13
CC(=O)Cc1nsc(NC(=O)c2ccc(F)cc2)n1
→ 9	6	-11	-11	7	1	21	1	-3

Ordered by value in NPY-Y1 antag (high to low): 3 of the compounds above
The line under a structure holds: NPY1 pot ag	NPY-Y1 antag	RBBP9 inhibitor	MDM2 E3 inh	p97 inhibitor	Runt-CBFb FRET	Hck Nef HTS	Runt-SMMHC FRET	NPY-Y2 PAM-ag
Nc1nc2nc(-c3cccs3)cc(C(F)(F)F)n2n1
→ 7	1	-4	-3	4	66*	110*	91*	2
Cc1cc(C)c2nc(NC(=O)c3ccc4c(=O)n5c(nc4c3)CCCCC5)sc2c1
→ -16	0	-2	-11	2	-5	7	-2	7
Cn1c(=O)c2c(ncn2CC(O)CNc2ccc(Cl)cc2)n(C)c1=O (configuration not stated)
→ 11	-6	-7	-6	4	-1	1	0	13
